High-throughput results (PubChem)
RXFP1 ag – qHTS Assay for Agonists of the Relaxin Receptor RXFP1 | Relaxin receptor 1 (Homo sapiens), Q9HBX9 | HEK293T-RXFP1 cAMP TR-FRET, 30 min; response scale: percent of porcine relaxin response, buffer zero | Potency, µM (top dose mostly 57.5 µM), for inactives: at the highest dose activation, hits mostly activators | 0.3% of 370,000 active | AID 2676, 2010; further: on the % scale 0 is the no-effect control and ±100 the full control effect; nearly all actives have a fitted effect of over 60% in size; many of its hits are not listed in these tables
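Agonist response is measured as cAMP accumulation in an RXFP1-transfected HEK293T line under PDE4 inhibition. Values are scaled between buffer-only and 29 nM porcine relaxin, and EC50s come from standard Hill equation fits.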
rTrxR1 inhibitor – qHTS Assay for Inhibitors of Mammalian Selenoprotein Thioredoxin Reductase 1 (TrxR1): qHTS. recombinant rTrxR1, NADPH fluorescence consumption, selenite substrate. Potency, µM (top dose mostly 114 µM), inactives show top-dose activity change, negative = inhibition, actives largely listed as inhibitors. 1% of 390,000 active; further: on the % scale 0 is the no-effect control and ±100 the full control effect; nearly all actives have a fitted effect of over 65% in size
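Rat TrxR1 (90 nM in the dispensed reagent) was pre-reduced with 400 uM NADPH for 5 min at room temperature, then incubated with compound for 15 min. After 400 uM selenite was added, NADPH fluorescence (Ex 340/Em 450 nm) was followed for 8 min.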
Vif-A3F inh – qHTS for Inhibitors of Vif-A3F Interactions: qHTS | HeLa A3F-eYFP + Vif (tagged APOBEC3F with the HIV-1 protein that degrades it), YFP fluorescence increase | Potency, µM (titrated, usually from 46.1 µM), for the others: top-dose activity, negative = active | 0.2% of 390,000 active; further: % of control where 0% means no effect; nearly all actives have a fitted effect of over 65% in size
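Fluorescence increase (Ex 488/Em 500-530) after overnight compound treatment at 37 deg C flags inhibition of Vif-driven A3F-eYFP loss in stable HeLa A3F-eYFP/Vif cells seeded overnight beforehand.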
Vif-A3G inh – qHTS for Inhibitors of Vif-A3G Interactions: qHTS | DNA dC->dU-editing enzyme APOBEC-3G (Homo sapiens), Q9HC16 | HeLa A3G-eYFP + Vif (tagged APOBEC3G with the HIV-1 protein that degrades it), YFP fluorescence, overnight | Potency, µM (titrated, usually from 46.1 µM), without a hit: top-dose activity, negative = active, actives largely listed as inhibitors | 0.076% of 410,000 active | AID 602310, 2012;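 further: on the % scale 0 is the no-effect control and ±100 the full control effect; nearly all actives have a fitted effect of over 60% in size; hits raise eYFP signal because A3G escapes Vif-driven loss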
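HeLa cells stably expressing Vif and C-terminally eYFP-tagged A3G, seeded overnight at 37 deg C, then exposed to compound by pintool overnight at 37 deg C. Rise in yellow fluorescence (Ex 488/Em 500-530, Acumen) marks blocked Vif-driven A3G degradation.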
ALOX12 inh – Primary qHTS assay for inhibitors of human arachidonate 12S-lipoxygenase (ALOX12): Round 2; Polyunsaturated fatty acid lipoxygenase ALOX12 (Homo sapiens), P18054; purified 12hLO, xylenol orange hydroperoxide absorbance; Potency, µM (highest dose often 108 µM), inactives show at the highest dose activity change, negative = inhibition, hits mostly inhibitors; 1.1% of 580,000 active; AID 1671190, 2021; further: on the % scale 0 is the no-effect control and ±100 the full control effect
Target sequence (P18054 whole entry, looked up): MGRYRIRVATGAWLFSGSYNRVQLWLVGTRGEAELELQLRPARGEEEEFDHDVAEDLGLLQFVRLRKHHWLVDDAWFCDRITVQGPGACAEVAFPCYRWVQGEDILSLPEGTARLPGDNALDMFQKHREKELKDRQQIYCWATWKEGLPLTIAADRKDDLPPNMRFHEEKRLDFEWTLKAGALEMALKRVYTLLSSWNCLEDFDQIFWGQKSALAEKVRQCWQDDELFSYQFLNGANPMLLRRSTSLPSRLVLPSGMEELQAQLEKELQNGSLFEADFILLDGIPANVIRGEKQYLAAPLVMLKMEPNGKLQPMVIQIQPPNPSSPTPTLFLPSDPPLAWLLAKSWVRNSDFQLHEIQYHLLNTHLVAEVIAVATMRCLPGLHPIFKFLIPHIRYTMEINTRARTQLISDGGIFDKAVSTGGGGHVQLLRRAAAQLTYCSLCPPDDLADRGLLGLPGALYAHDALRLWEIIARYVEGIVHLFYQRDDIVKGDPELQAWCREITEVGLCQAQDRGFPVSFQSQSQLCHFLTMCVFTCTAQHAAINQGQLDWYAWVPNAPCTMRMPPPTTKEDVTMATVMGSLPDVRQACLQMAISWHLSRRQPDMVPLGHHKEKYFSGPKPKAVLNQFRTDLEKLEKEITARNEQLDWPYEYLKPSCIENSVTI
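Purified human 12hLO at 150 nM in 25 mM Hepes, 0.01% Triton X-100, pH 7.0, preincubated 15 min at room temperature with compound. Reaction started with 40 uM arachidonic acid, 30 min at room temperature. Hydroperoxide measured by Fe-xylenol orange, 573/405 nm absorbance ratio.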
USP1-UAF1 inh – Inhibitors of USP1/UAF1: Primary Screen; 0.23% of 390,000 active; Potency, µM (series often up to 57.1 µM), without a hit: at the highest dose activity change, negative = inhibition, hits mostly inhibitors; recombinant USP1/UAF1, Ub-Rhodamine cleavage fluorescence; AID 743255, 2014; further: on the % scale 0 is the no-effect control and ±100 the full control effect; nearly all actives have a fitted effect of over 60% in size; inactives centre near -12
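Step one: compound is pinned into 1nM USP1/UAF1 in HEPES pH 7.8 buffer with TCEP. Step two: 15 min room-temperature incubation. Step three: Ub-Rho (150nM final) starts cleavage, tracked by fluorescence over six one-minute reads.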
RGS4 inh – Inhibitors of Regulator of G Protein Signaling (RGS) 4: qHTS; Potency, µM (highest dose often 114 µM), for the others: at the top dose activity change, negative = inhibition, hits mostly inhibitors; Transcreener GDP fluorescence polarization, RGS4-accelerated GTP hydrolysis; Regulator of G-protein signaling 4 (Homo sapiens), P49798; 0.039% of 390,000 active; further: on the % scale 0 is the no-effect control and ±100 the full control effect; nearly all actives have a fitted effect of over 75% in size; some results filed as inactive show a strong effect at the top dose
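MLSMR compounds (23 nl, pin-transferred) preincubated 10 min at room temperature with a 500nM (2x) first reagent, then RGS4 at 900nM (2x) plus Transcreener GDP mix added; fluorescence polarization (620/688 nm) read before and after 90 min at 30 °C.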
TrxR1 substrate – qHTS Assay for Substrates of Mammalian Selenoprotein Thioredoxin Reductase 1 (TrxR1): qHTS; Thioredoxin reductase 1, cytoplasmic (Rattus norvegicus), O89049; purified TrxR1 substrate turnover, NADPH consumption readout; Potency, µM (titrated, usually from 114 µM), inactives show at the highest dose activity change, negative = substrate turnover; 0.01% of 390,000 active; AID 588456, 2011; further: on the % scale 0 is the no-effect control and ±100 the full control effect; nearly all actives have a fitted effect of over 50% in size
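Rat TrxR1, dispensed at 90 nM, was prereduced with 400 uM NADPH (final) for 5 min at ~22 deg C, then incubated with compound 15 min before 400 uM selenite. A first-read NADPH fluorescence drop versus no-compound background flagged substrates.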
IDH1 R132H inh – qHTS for Inhibitors of mutant isocitrate dehydrogenase 1 (IDH1): qHTS. Isocitrate dehydrogenase [NADP] cytoplasmic (Homo sapiens), O75874. IDH1-R132H enzyme, NADPH consumption, diaphorase/resazurin fluorescence. Potency, µM (highest dose often 76.6 µM), for inactives: at the highest dose activity change, negative = inhibition, most hits filed as inhibitors. 0.093% of 390,000 active. AID 602179, 2012; further: on the % scale 0 is the no-effect control and ±100 the full control effect; nearly all actives have a fitted effect of over 65% in size
Target sequence (O75874 whole entry R132H, stated change not applied): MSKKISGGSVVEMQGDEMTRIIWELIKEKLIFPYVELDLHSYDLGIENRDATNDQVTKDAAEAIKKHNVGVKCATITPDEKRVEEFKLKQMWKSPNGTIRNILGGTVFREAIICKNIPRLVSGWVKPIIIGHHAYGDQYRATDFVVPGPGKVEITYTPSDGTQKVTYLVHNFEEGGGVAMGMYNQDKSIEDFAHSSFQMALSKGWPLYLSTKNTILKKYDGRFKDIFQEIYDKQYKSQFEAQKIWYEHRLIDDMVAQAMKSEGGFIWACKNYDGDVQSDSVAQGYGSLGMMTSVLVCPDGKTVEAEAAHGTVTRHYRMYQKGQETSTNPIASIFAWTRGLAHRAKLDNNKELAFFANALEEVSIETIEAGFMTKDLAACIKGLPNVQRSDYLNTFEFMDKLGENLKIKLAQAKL
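IDH1-R132H (0.5 ug/mL) preincubated 30 min with compound, then NADPH (0.016 mM) and alpha-KG (2 mM) added; 80 min at RT, pH 7.5. Remaining NADPH coupled via diaphorase/resazurin to fluorescence (540/590 nm); concentration-response curves normalized to no-enzyme control.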
An asterisk follows results filed as active; ? = inconclusive; nt = no result given; & = joins results of further samples; [ ] = remark or other dose. The call rests on the fitted dose curve; in most records, active means well fitted curve in the direction sought with a large enough effect; inconclusive means small, poorly fitted or top-dose-only effect, or another doubt; inactive means no such curve, though single readings can be large; an effect the other way counts as inactive or inconclusive. Potency means the concentration at half of the fitted maximal effect. Not all compounds are listed; rates above refer to the full screens.

SMILES	RXFP1 ag	rTrxR1 inhibitor	Vif-A3F inh	Vif-A3G inh	ALOX12 inh	USP1-UAF1 inh	RGS4 inh	TrxR1 substrate	IDH1 R132H inh
CCN1CCN(c2nc(-c3ccccc3)c3ccccc3n2)CC1	0.2%	25.1%	-17.1%	0.9%	-26.0%&5.8%	-21.8%	-11.4%	55.7%[activator]	0.0%
N#C/C(=C(O)\C=C\c1ccccc1)c1nc2ccccc2[nH]1	0.6%	35.9%	-4.4%	5.3%	-5.2%&172.3%	-21.1%	-17.8%	1.4%	3.8%
COc1ccc(Cl)cc1N1C(=O)C2CCCN2C1c1cccc(F)c1 (stereo not given)	-0.7%	12.5%[57.1 µM]	-11.6%	-3.6%	-5.3%	-9.9%	-20.5%	8.5%[57.1 µM]	-1.9%
CC(=O)Nc1ccc(S(=O)(=O)NCCN2CCNC2=O)cc1Cl	2.0%	-13.1%	-5.9%	2.7%	10.0%	-6.1%	15.9%	3.1%	0.0%
Nn1c(SCC(=O)Nc2cccc(C(F)(F)F)c2)nncc1=O	0.7%	9.6%	-2.3%	2.2%	4.3%	-12.3%	-32.3%	2.5%	12.8%
COC(=O)Cc1c(C)nc2nc(NCc3ccc(Cl)cc3)[nH]n2c1=O	2.9%	6.4%	0.3%	1.6%	13.8%	-5.5%	-17.1%	2.1%	-7.6%
COc1ccc2[nH]cc(CCN=C(NC(=O)c3ccccc3OC)Nc3nc(C)cc(C)n3)c2c1	-0.3%	16.8%[11.4 µM]	-1.4%	-2.6%	-20.5%	-12.6%	25.2%	-5.6%	14.8%
Cc1c(C(=O)N2CCCC2)oc2c1-c1nn(CC(=O)NCCCN3CCCCC3C)cc1CC2 (stereo not given)	0.6%	3.7%	9.5%	2.8%	51.3%[activator]	-22.6%	-17.2%	11.1%	0.6%
C/C(=N/NC(=O)c1ccccc1O)c1ccc(N2C(=O)C3CCCCC3C2=O)cc1 (stereo not given)	2.2%	5.7%	-5.1%	-1.4%	-44.8%	-14.2%	-22.1%	-9.3%	-1.5%
COc1cccc(NC2=NC3(CCCCC3)N=C(N)N2)c1	-0.5%	2.8%	-5.1%	0.8%	-2.1%	-9.6%	-12.1%[56.9 µM]	-4.1%	3.7%
O=C(CCc1nnc2ccc(N3CCC4(CC3)OCCO4)nn12)NCc1ccc(F)cc1	15.8µM*	29.8%	-0.6%	-5.4%	1.7%	-10.8%	-3.2%	1.1%	-5.6%
O=c1cc(N2CCN(Cc3ccccc3)CC2)[nH]c(=O)n1-c1cccc(C(F)(F)F)c1	-2.3%	?	-6.4%	-10.1%	-3.3%	?	7.0%	12.5%	4.0%

Two compounds from above, showing only RXFP1 ag:
structure	RXFP1 ag
COc1ccc2[nH]cc(CCN=C(NC(=O)c3ccccc3OC)Nc3nc(C)cc(C)n3)c2c1	-0.3%
CC(=O)Nc1ccc(S(=O)(=O)NCCN2CCNC2=O)cc1Cl	2.0%

Continued:
SMILES	RXFP1 ag	rTrxR1 inhibitor	Vif-A3F inh	Vif-A3G inh	ALOX12 inh	USP1-UAF1 inh	RGS4 inh	TrxR1 substrate	IDH1 R132H inh
CC1CCCN(C(=O)c2cc3c(-c4ccc(Cl)cc4)nn(C)c3s2)C1 (stereo not given)	1.4%	15.0%	4.8%	-0.9%	-3.6%	?	0.6%	5.0%	8.0%
COc1cccc(NC(=O)CN2C(=O)CSc3ccc(S(=O)(=O)N4CCCC4)cc32)c1	-0.7%	12.4%	-2.1%	3.2%	-11.0%	-21.6%	20.9%	-10.1%	-19.8%
Cc1ccc(-n2c(SCC(=O)O)nc3c(sc(=S)n3-c3ccc(C)c(C)c3)c2=O)cc1	-1.4%	-8.2%	-7.5%	9.0%	0.0%	-17.4%	-20.4%	-6.6%	5.1%
Cc1c(C(=O)NCc2cccc(F)c2)oc2c1-c1[nH]ncc1CC2	-2.1%	0.8%	0.1%	-8.8%	-16.2%	-17.5%	15.2%	-3.1%	-2.6%
O=C(CSc1nc2[nH]ncc2c(=O)[nH]1)NCc1ccc(F)cc1	2.3%	?	8.2%	7.8%	-15.1%	-14.3%	-23.4%	-8.8%	3.4%
Cc1oc(-c2ccccc2Cl)nc1CSCC(=O)NC1CCCC1	0.8%	21.6%[57.1 µM]	3.4%	2.1%	0.0%	-16.3%	6.0%	11.4%[57.1 µM]	0.1%
CN1CCc2ccccc2CC1=O	3.2%	?	1.3%	1.1%	-19.3%	-12.7%	-9.1%	5.4%	1.6%
C=CCN(C(=O)CCC(=O)Nc1cc(C)on1)C(C(=O)NC1CCCC1)c1ccc(Cl)cc1 (stereo not given)	1.9%	14.0%	1.8%	-4.2%	6.3%	-10.9%	12.7%	3.2%	-1.0%
O=C(Cn1cc(C(F)(F)F)ccc1=O)NCCc1ccc(Cl)cc1Cl	-0.6%	10.2%[57.1 µM]	-0.9%	0.3%	7.2%	-18.6%	-9.6%	-2.1%	0.1%
COC(=O)C1=C(C)NC(=O)NC1c1ccc(OC)c(OC)c1 (stereo not given)	nt	nt	-6.8%	0.7%	0.5%	-3.2%	nt	nt	4.2%
COc1ccc(C)cc1S(=O)(=O)N(CC(=O)NC1CCCC1)c1ccc(F)cc1	0.8%	5.0%	-29.0%	-0.3%	1.1%	6.1%	13.5%	-4.6%	-2.8%
Cc1cc2nc(C3CCCN(C(=S)Nc4ccccc4C)C3)[nH]c2cc1C (stereo not given)	0.0%	18.0%	-0.1%	-1.0%	8.7%	-12.1%	16.3%	18.2%[57.1 µM]	10.7%
CCOC(=O)c1c(C)[nH]c(C(=O)CSc2ccc(Cl)cc2)c1C	1.7%	25.7%	-15.3%	-0.1%	-25.8%	-10.0%	19.6%	4.4%	1.2%
COc1ccccc1NCCC(=O)OCC(=O)Nc1ccc(Cl)cn1	-0.7%	4.9%	nt	-0.7%	0.0%	-2.8%	-18.1%	-1.0%	4.2%
CC1CN(c2ccccc2)c2nc3c(c(=O)[nH]c(=O)n3C)n2C1 (stereo not given)	5.2%	11.8%	17.5%	0.6%	-10.8%&-3.0%	-15.8%	-1.0%	0.2%	1.0%
CCCCNc1nnc(SCC(=O)c2c(N)n(CCC)c(=O)[nH]c2=O)s1	-0.1%	14.3%	-0.9%	2.8%	325.5%[activator]	-5.7%	25.2%	-2.3%	-2.8%
COc1ccc(CCNC(=O)c2ccc(OC)c(OC)c2)cc1OC	3.4%	13.0%	6.0%	-5.1%	19.2%	-10.3%	9.0%[56.9 µM]	-2.5%	-4.4%
CC1=C(C(=O)N2CCOCC2)C(c2ccsc2)C2=C(CCCC2=O)N1 (stereo not given)	1.8%	-14.8%	-2.1%	2.7%	-10.4%	0.7%	-8.8%	38.0%[activator]	10.1%
O=C(CN1CCCC1c1cccs1)Nc1cc(S(=O)(=O)N2CCCCC2)ccc1Cl (stereo not given)	nt	34.2%	3.2%	-0.7%	217.2%[activator]	-9.6%	33.0%	-4.3%	1.8%
CCOc1ccccc1NC(=O)COC(=O)c1ccccc1SCC(=O)N1CCCC1	1.1%	21.1%	-9.9%	-0.7%	-2.3%	-15.1%	-32.1%	8.9%	-0.8%
CCOC(=O)CCN(c1ccccc1)S(=O)(=O)c1ccc(-c2ccc(=O)[nH]n2)s1	-5.4%	9.9%	0.4%	-11.2%	0.0%	-20.0%	14.4%	0.0%	-3.6%
CC(C)(C)c1ccc(C(=O)Oc2ccc3c(c2)OCC3=O)cc1	0.0%	23.8%	-15.3%	2.4%	22.7%	0.4%	21.9%	4.8%	5.8%
Cc1cc(C)cc(-n2c(O)c(C=NC3CCS(=O)(=O)C3)c3ccccc3c2=O)c1 (stereo not given)	2.3%	7.4%	-2.4%	0.2%	16.9%	-8.0%	5.6%	-2.5%	-1.8%
CCOCCCNCC(=O)Nc1ccc(S(=O)(=O)NC(C)CC)cc1 (stereo not given)	1.1%	18.6%[57.1 µM]	-2.2%	-1.0%	?	-15.6%	-26.2%	2.7%[57.1 µM]	-2.1%
CN1CCc2nc3sc(C(=O)Nc4ccccc4OC(F)(F)F)c(N)c3cc2C1	6.1%	25.3%[57.1 µM]	-14.6%	-20.8%	0.3%	-22.5%	-6.2%	2.9%[57.1 µM]	7.6%
Cc1ccc(-c2cn3nc(N4CCC(C(=O)Nc5ccccc5C)CC4)sc3n2)cc1	0.3%	17.0%	3.2%	2.1%	-20.5%	2.0%	-2.4%	3.3%	0.9%
